Source: PubChem BioAssay
Pol eta inh – inhibitors of human DNA polymerase eta; Q9Y253; recombinant Pol eta, fluorescent DNA replication assay; Potency, µM (series often up to 114 µM), for the others: at the top dose activity change, negative = inhibition, most hits filed as inhibitors; actives 1.2% (n = 390,000); further: potency means the concentration at half of the fitted maximal effect; on the % scale 0 is the no-effect control and ±100 the full control effect
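Pol eta (10 nM) was preincubated with compounds for 15 min at room temperature, after which fluorescent replication substrate (50 nM final) was added to start the reaction. Fluorescence was read kinetically at 0 and 10 min.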
Pol beta inh – DNA polymerase beta (human) inhibition; P06746; Pol beta primer extension/strand displacement, fluorescence kinetic; Potency, µM (doses to about 114 µM), for the others: at the top dose activity change, negative = inhibition, most hits filed as inhibitors; actives 1.3% (n = 340,000); AID 485314; further: potency means the concentration at half of the fitted maximal effect; on the % scale 0 is the no-effect control and ±100 the full control effect
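Values derive from four-parameter Hill fits of normalized kinetic data: reads at 0 and 10 min following addition of 50 nM substrate to 10 nM Pol beta preincubated 15 min with compound.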
BLM inh – blocks DNA unwinding by human BLM helicase. P54132. recombinant BLM DNA unwinding, fluorescence dequenching. Potency, µM (series often up to 56.1 µM), without a hit: at the top dose activity change, negative = inhibition, hits mostly inhibitors. actives 0.2% (n = 350,000). AID 2528;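 further: potency means the concentration at half of the fitted maximal effect; plate controls were vehicle for no effect and no enzyme for full effect; nearly all actives have a fitted effect of over 35% in size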
Pol iota inh – inhibitors of human DNA polymerase iota | Q9UNA4 | Pol iota fluorescent replication assay, 10 min | Potency, µM (highest dose often 115 µM), inactives show at the highest dose activity, negative = inhibition, usual class: inhibitors | actives 1% (n = 390,000); further: potency means the concentration at half of the fitted maximal effect
Target sequence (Q9UNA4 whole entry, looked up): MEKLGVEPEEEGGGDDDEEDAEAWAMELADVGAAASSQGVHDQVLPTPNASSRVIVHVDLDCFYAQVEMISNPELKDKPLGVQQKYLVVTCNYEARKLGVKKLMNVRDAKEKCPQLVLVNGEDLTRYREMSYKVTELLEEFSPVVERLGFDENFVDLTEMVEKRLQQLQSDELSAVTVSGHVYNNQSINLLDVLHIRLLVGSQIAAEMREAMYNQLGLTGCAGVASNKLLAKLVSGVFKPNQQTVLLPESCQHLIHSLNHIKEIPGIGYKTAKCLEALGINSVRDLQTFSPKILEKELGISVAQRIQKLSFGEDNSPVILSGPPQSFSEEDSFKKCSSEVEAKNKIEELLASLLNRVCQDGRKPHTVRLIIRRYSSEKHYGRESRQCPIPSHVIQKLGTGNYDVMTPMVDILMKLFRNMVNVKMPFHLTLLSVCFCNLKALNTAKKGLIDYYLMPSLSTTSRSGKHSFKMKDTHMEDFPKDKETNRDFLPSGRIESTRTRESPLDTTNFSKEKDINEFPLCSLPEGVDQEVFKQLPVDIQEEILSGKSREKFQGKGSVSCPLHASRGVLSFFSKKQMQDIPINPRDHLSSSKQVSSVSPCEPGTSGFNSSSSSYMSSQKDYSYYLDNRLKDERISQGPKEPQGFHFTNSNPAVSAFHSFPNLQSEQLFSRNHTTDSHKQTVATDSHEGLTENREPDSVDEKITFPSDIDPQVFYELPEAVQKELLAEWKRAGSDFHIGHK
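Pol iota at 10 nM preincubated 15 min with compounds at room temperature; reaction started with fluorescent substrate, 50 nM final. Fluorescence read kinetically at 0 and 10 min; buffer-only wells as negative control.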
LDHA inh – LDHA (human) enzyme inhibition; P00338; activity change, % (values are at about 110 or 230 µM); AID 1347041; actives 0.15% (n = 480,000); purified LDHA, NADH/diaphorase-resazurin fluorescence; active compounds read low; in the data active means activity change below about -30%; inconclusive means mostly about -25% to -30%;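 further: plate controls were DMSO wells for no effect and wells without enzyme for full effect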
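Human LDH5 at 2 nM final in Tris HCl pH 7.4 with 0.06 mM NADH and 0.2 mM pyruvate, reacted 5 minutes at room temperature. Remaining NADH coupled via diaphorase/resazurin; resorufin fluorescence read at 0 and 20 minutes, normalized to enzyme-free and DMSO wells.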
Pol kappa inh – inhibitors of human DNA polymerase kappa | Q9UBT6 | Potency, µM (highest dose often 107 µM), without a hit: at the highest dose activity, negative = inhibition, actives largely listed as inhibitors | AID 588579 | actives 0.53% (n = 400,000) | purified Pol kappa, fluorescent DNA synthesis assay, 10 min; further: potency means the concentration at half of the fitted maximal effect; on the % scale 0 is the no-effect control and ±100 the full control effect
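10 nM Pol kappa was preincubated with compounds for 15 min at room temperature. Reaction started with 50 nM (final) substrate. Fluorescence read kinetically at 0 and 10 min.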
GRP78 ERSR act – ER stress response induction in glioma; U87-MG GRP78 promoter luciferase reporter, 16 h; Potency, µM, for the others: at the top dose activation, hits mostly activators; actives 0.02% (n = 420,000); AID 602332; further: potency means the concentration at half of the fitted maximal effect; series mostly up to about 76 µM; % of control where 0% means no effect; nearly all actives have a fitted effect of over 35% in size
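ERSR induction read as luciferase luminescence (Bright-Glo, 10 min at room temperature) in stably transfected human U87-MG glioma cells exposed to compounds for 16 h, using GRP78 as sensor.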
Apoferritin bind – binds horse apoferritin like a general anesthetic. apoferritin/1-aminoanthracene competitive binding, fluorescence. Potency, µM (doses to about 77.5 µM), without a hit: at the highest dose activity change, negative = displacement, hits mostly inhibitors. actives 0.074% (n = 350,000). AID 485281; further: potency means the concentration at half of the fitted maximal effect; on the % scale 0 is the no-effect control and ±100 the full control effect; nearly all actives have a fitted effect of over 20% in size
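10 uM apoferritin + 50% sat. 1-AMA, PBS; cpd 10 min RT; Ex380/Em535 endpoint; normalized to free probe vs complex; 4-param Hill fit; propofol titration as pos. ctrl.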
APEX1 inh – inhibitors of human APE1 endonuclease; P27695; recombinant APE1, TAMRA/BHQ-2 abasic DNA cleavage fluorescence; Potency, µM (titrated, usually from 65.8 µM), without a hit: top-dose activity change, negative = inhibition, hits mostly inhibitors; actives 0.35% (n = 350,000); AID 2517;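 further: potency means the concentration at half of the fitted maximal effect; plate controls were vehicle for no effect and reference inhibitor for full effect; nearly all actives have a fitted effect of over 55% in size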
Target sequence (P27695 whole entry, looked up): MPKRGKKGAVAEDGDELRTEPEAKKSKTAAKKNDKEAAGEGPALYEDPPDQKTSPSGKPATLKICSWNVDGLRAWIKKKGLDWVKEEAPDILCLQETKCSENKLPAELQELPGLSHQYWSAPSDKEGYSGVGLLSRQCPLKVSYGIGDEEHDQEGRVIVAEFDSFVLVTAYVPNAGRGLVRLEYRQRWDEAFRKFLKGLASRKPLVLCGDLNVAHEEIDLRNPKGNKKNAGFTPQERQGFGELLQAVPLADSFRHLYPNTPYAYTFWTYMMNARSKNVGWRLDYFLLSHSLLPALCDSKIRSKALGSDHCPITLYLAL
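APE1 at 0.75 nM final was preincubated with compound 15 min at room temperature, then 50 nM double-stranded THF abasic-site substrate (5'-TAMRA/3'-BHQ-2) was added. Fluorescence (ex 525/em 598 nm) was read kinetically; third-minus-first read gave activity.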
* hit, by the source's call; u = inconclusive; x = not tested or not shown; & = joins results of further samples; [ ] = dose if it differs, or a comment. Unless noted, the call rests on the fitted dose curve; in most records, active means well fitted curve in the direction sought with a large enough effect; inconclusive means small, poorly fitted or top-dose-only effect, or another doubt; inactive means no such curve, though single readings can be large; an effect the other way counts as inactive or inconclusive.

Molecule,Apoferritin bind,LDHA inh,Pol iota inh,Pol eta inh,BLM inh,Pol beta inh,GRP78 ERSR act,Pol kappa inh,APEX1 inh
CCCCn1c(N)c(N(C)C(=O)c2ccc(Br)o2)c(=O)[nH]c1=O,x,-4,2%,-8%,x,x,-5%,-11%,-12%
Cn1c(Cc2cccc3ccccc23)nnc1SCc1ccc([N+](=O)[O-])cc1,-13%,-9,1%,-19%,-7%,22%,-1%,-7%,1%
Cc1ccc(CCNC(=O)c2nn(C)c3c2CSc2ccccc2-3)cc1,6%,-6,35%[activator],-10%,-1%,2%,-2%,-9%,x
COc1ccc(C2(c3ccc(OC)cc3)NC(=O)N(CC(=O)NC3(C#N)CCCCC3)C2=O)cc1,x,-4,16%,-6%,x,x,-6%,-2%,17%
CC(=O)Oc1ccc2occ(/C=N/c3cc(=O)[nH]c(=S)[nH]3)c(=O)c2c1,3%,1,u,u,-25%,6%,-6%,-4%,-8%
Cc1cc(OCC(=O)N(C)Cc2ccccc2)ccc1Br,-19%,-1,-6%,-12%,-1%,2%,5%,-9%,2%
O=C(COc1ccc2ccccc2c1)NNC(=O)c1cccs1,-6%,0,6%,-7%,1%,3%,-5%,-1%,-4%
CCCn1c(=O)c2ccccc2n2c(SCCOc3ccc(OC)cc3)nnc12,-4%,-2,-28%,-10%,1%,29%,0%,-9%,-10%
COc1cc(S(=O)(=O)n2nc(C)cc2C)ccc1Cl,-10%,-7,23%,-26%,1%,13%,-3%,5%,17%
COc1ccc(Br)cc1C1NC(c2ccc3c(c2)OCO3)=CC(c2ccccc2O)N1 (stereo not given),x,-1,-23%,x,x,x,u,-9%,x
Cn1c(=O)c(C(=O)c2ccc(S(C)(=O)=O)c(Cl)c2Cl)c(O)c2ccccc21,x,3,14%,-19%,x,x,-3%,7%,x
CCn1c(=O)c2cc(C(=O)NCCc3cccc(C)c3)sc2c2ccccc21,-1%,-3,-11%,-20%,-5%,2%,-3%,-18%,x
CCOC(=O)c1nnn(-c2ccc(OC)cc2)c1N,-4%,4,2%,9%,2%,1%,1%,-17%,-2%
NCc1ccccc1,3%,-11,-7%,-2%,3%,x,-2%&2%,0%,13%&15%
Cc1[nH]c2ccccc2c1/C=N/NC(=O)c1cccc(Br)c1,-8%,-1,42%[activator],u,-9%,u,0%,-8%,7%
COc1cccc(C(=O)NNC(=O)c2cccc3ccccc23)c1,x,-6,63%[activator],-21%,x,x,-3%,-16%,x
CN(C)c1ccc(/C=N/NC(=O)c2ccc(Cn3cc(Br)cn3)o2)cc1,141%[activator],-1,113%[activator],-15%,-8%,2%,5%,-18%,29%
Cc1ccc(S(=O)(=O)NCc2nc(-c3ccccc3)no2)cc1,-5%,-3,21%,-9%,-1%,38%,-4%,-5%,11%
CC(=O)[C@H](CC(C)C)NC(=O)[C@@H](CC(C)C)NC(=O)[C@H](CC(C)C)NC(=O)OCc1ccccc1,x,x,x,x,-10%,x,-2%,-10%[19.4 µM],15%
COC(=O)c1cn(NC(=O)c2ccc(F)cc2)c(=O)c2ccccc12,-11%,1,9%,4%,0%,2%,3%,-18%,16%
CC1(C)CC(=O)C=C(NC2=CC3OC(c4ccccc4)OCC3OC2=O)C1 (stereo not given),-2%,-7,-11%,-1%,4%,9%,-11%,-9%,1%
Cc1cccc(C(=O)N2CCC(=O)N(C(COCc3ccccc3)Cc3ccccc3)CC2)c1 (stereo not given),-13%,6,-9%,-17%,-4%,-19%,-6%,5%,1%
Cc1c(C(=O)N2CCOCC2)c(S(=O)(=O)Nc2ccc(Br)cc2F)c(C)n1C,3%,-1,45%[activator],-8%,1%,-2%,-3%,-24%,60%[activator]
COc1ccc(/C=C/c2nnc(NC(=O)COc3ccc(C)cc3)s2)cc1,3%,-6,-10%,3%,2%,-3%,-1%,-5%,-1%
CC(Cc1ccccc1)NC(=O)CSc1nc2nc3c(cc2c(=O)n1-c1ccccc1)COC(C)(C)C3 (stereo not given),-9%,4,9%,-4%,1%,38%,-5%,-11%,17%
CC(=NNC(=S)Nc1cccc(C)c1)c1ccccn1,x,1,5%,-15%,x,x,0%,-8%,x
CCc1ccc(N(CC(=O)NCc2ccco2)C(=O)CCC(=O)Nc2ccccn2)cc1,-3%,-11,5%,-5%,6%,101%,-1%,-14%,9%
CC(C)(C)c1cc(C(F)(F)F)nc(SCCCNC(=O)c2ccco2)n1,-18%,0,-21%,-25%,-14%,2%,-4%,-14%,0%
COc1ccc(NC2CCCN(C(=O)c3cccs3)C2)cc1 (stereo not given),u,0,30%,-15%,0%,22%,-2%,-7%,14%
Cc1ccc(CNc2oc(-c3ccc(COc4ccc(Cl)cc4)o3)nc2C#N)cc1,189%[activator],-12,29%,-10%,-6%,14%,10%,-15%,x
COc1ccc(CNC(=O)c2cc(=O)c3c(C)cc(C)cc3o2)cc1,6%,-11&1,-12%,4%,-6%,-26%,-5%,-7%,3%
Cc1cccn2c(=O)nc(SCC(=O)N3CCOCC3)nc12,x,-1,30%[activator],-11%,x,x,-3%,3%,8%
O=C(O)C1CC=CCC1C(=O)N1CCN(c2nc(-c3ccccc3Cl)c3cc(Br)ccc3n2)CC1 (stereo not given),-4%,-9,-3%,-4%,-2%,u,u,-11%,-8%
Cc1nc2ccccc2n1CC(=O)NN,-6%,-6,-3%,-10%,-3%,1%,-5%,9%,-1%
CCCN(C(=O)c1ccco1)c1nnc(-c2ccccc2C)s1,-23%,0,-3%,-10%,3%,4%,6%,5%,-2%
COc1ccccc1CNS(=O)(=O)c1ccc(Cl)s1,-11%,-7,159%[activator],-12%,-7%,-1%,-3%,0%,37%
COc1ccc(/C=C2\CCc3ccccc3C2=O)cc1CN1CCOCC1,-7%,3,47%[activator],-20%,5%,3%,5%,-2%,0%
CCCc1c(O)nc(SCC(=O)O)[nH]c1=O,-3%,-1,-4%,-21%,3%,10%,-2%,-1%,11%
Cc1ccc(C(=O)OCC(=O)Nc2cccc(S(=O)(=O)N3CCCCC3)c2)o1,x,1,u,-2%,x,x,-2%,4%,15%
O=C(NCC1CCCO1)C1CCN(S(=O)(=O)c2ccccc2)CC1 (stereo not given),0%,-2,54%[activator],-25%,-1%,-26%,-1%,-1%,-2%
O=C(c1cccc(S(=O)(=O)Nc2ccccc2Cl)c1)N1CCN(c2ccccc2O)CC1,x,-23,24%,-15%,x,x,-3%,-2%,-10%
CN(C)S(=O)(=O)c1ccc(Cl)c(C(=O)NCC2CCCCC2)c1,5%,-4,0%,-12%,0%,-1%,-8%,-6%,0%[12.4 µM]
CCOC(=O)N1CCC(N(CCN(C)C)C(=S)Nc2cc(C)ccc2C)CC1,7%,-4,u,-20%,0%,-1%,-2%,-4%,3%
O=C(NC(N1CCOCC1)C(Cl)(Cl)Cl)c1cc([N+](=O)[O-])cc([N+](=O)[O-])c1 (stereo not given),-13%,0,24%,-13%,-5%,-6%,15%,-2%,4%
CCC(C)Oc1cccc(C(=O)Nc2ccccc2N2CCOCC2)c1 (stereo not given),-14%,0,24%,u,-9%,14%,-3%,-9%,-6%
C[C@@]12CCC3[C@@](CCC4[C@@]3(C)CCC[C@@]4(C)C(=O)O)(CC1=O)C2 (stereo not given in full),x,-8,2%,-17%,x,x,-2%,-15%,-10%
COc1ccc(NC(=O)c2ccc(S(=O)(=O)N3CCOCC3)o2)cc1,-7%,0,26%,13%,-5%,10%,1%,-4%,3%
O=C(Nc1ccc(F)cc1)C1CCN(c2nc3ccccc3n3cccc23)CC1,-15%,-19,27%,-16%,0%,1%,-2%,-7%,x
Cc1nn(CC(=O)NCCCc2ccccc2)c(=O)c2cc3occc3n12,-23%,-4,-23%,-6%,1%,u,-2%,8%,-2%
Cc1ccc(S(=O)(=O)N(CC(=O)Nc2ccccc2)C(=O)N2CCN(C)CC2)cc1,x,-3,19%,-2%,x,x,-4%,-13%,-11%

Reprinted at random: 2 entries already listed, in no set order.
Molecule,Apoferritin bind,LDHA inh,Pol iota inh,Pol eta inh,BLM inh,Pol beta inh,GRP78 ERSR act,Pol kappa inh,APEX1 inh
CCc1ccc(N(CC(=O)NCc2ccco2)C(=O)CCC(=O)Nc2ccccn2)cc1,-3%,-11,5%,-5%,6%,101%,-1%,-14%,9%
COc1ccc(/C=C2\CCc3ccccc3C2=O)cc1CN1CCOCC1,-7%,3,47%[activator],-20%,5%,3%,5%,-2%,0%

Additional compounds
Molecule,Apoferritin bind,LDHA inh,Pol iota inh,Pol eta inh,BLM inh,Pol beta inh,GRP78 ERSR act,Pol kappa inh,APEX1 inh
Cc1cc2c3c([nH]c2cc1S(=O)(=O)NCc1ccc(CN2CCCCCC2)o1)CC(C)(C)CC3=O,-13%,0,7%,-24%,-8%,2%,-3%,-10%,2%
O=C(c1ccoc1)N1CCCC(N2CCN(c3ccc(F)cc3)CC2)C1 (stereo not given),-4%,-2,9%,-6%,0%,-1%,-5%,12%,5%
N/C(=N\OC(=O)Cc1ccc(Cl)cc1)c1cccnc1,u,1,-5%,-13%,-1%,22%,2%,-5%,-3%
COc1ccc(NC(=O)CS(=O)c2cccc(Cl)c2)cc1 (stereo not given),-3%,-2,10%,-18%,-4%,29%,1%,6%,13%
CCNC(=O)N1CCCC(C(=O)c2ccc(-c3ccccc3)cc2)C1 (stereo not given),-14%,-3,11%,-14%,-5%,9%,6%,1%,43%[activator]

This is a subset (hit frequency here may not be typical).
